High-throughput results from PubChem.
SMN2 splice enh = enhancers of SMN2 splice variant expression; HEK293 SMN2-luciferase splicing reporter, luminescence, 30-36 h; Potency, µM (titrated, usually from 46.1 µM), without a hit: top-dose activity change, positive = activation, most hits filed as activators; 210,000 compounds, 2.8% hits; note: % of control where 0% means no effect; nearly all actives have a fitted effect of over 55% in size
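HEK293 cells carry an SMN2 minigene-luciferase reporter in which exon 7 inclusion puts luciferase in frame. Cells were seeded at 2000 cells/well, attached for 10-12 hours, then exposed to compounds for 30-36 hours at 37C before ONE-Glo luminescence.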
TRb-SRC2 inh = inhibitors of human thyroid hormone receptor beta-SRC2 interaction | P10828 | 280,000 compounds, 0.065% hits | Potency, µM (top dose mostly 106 µM), without a hit: top-dose activity change, negative = inhibition, most hits filed as inhibitors | TRbeta-SRC2 peptide binding, fluorescence polarization; receptor liganded with 1 µM T3;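 note: plate controls were bound peptide for no effect and peptide without receptor for full effect; nearly all actives have a fitted effect of over 50% in size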
Target sequence (P10828 whole entry, looked up): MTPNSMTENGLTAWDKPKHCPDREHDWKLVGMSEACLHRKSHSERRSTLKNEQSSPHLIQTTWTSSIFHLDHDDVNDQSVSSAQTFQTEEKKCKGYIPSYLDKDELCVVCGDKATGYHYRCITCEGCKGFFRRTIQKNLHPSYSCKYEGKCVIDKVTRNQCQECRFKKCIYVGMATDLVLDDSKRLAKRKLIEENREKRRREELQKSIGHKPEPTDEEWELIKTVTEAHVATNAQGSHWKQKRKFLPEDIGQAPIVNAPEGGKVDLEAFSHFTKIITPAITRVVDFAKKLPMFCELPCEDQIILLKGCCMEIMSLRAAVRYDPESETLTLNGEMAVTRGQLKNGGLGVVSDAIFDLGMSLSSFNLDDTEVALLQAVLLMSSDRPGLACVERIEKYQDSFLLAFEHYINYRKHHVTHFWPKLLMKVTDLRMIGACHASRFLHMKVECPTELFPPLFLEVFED
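Read-out is fluorescence polarization (555 nm excitation, 632 nm emission) of a Texas Red SRC2 coactivator peptide; loss of signal reflects blocked binding to human TRb ligand-binding domain in the presence of 1 uM T3.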
TR SRC2 fluor cs = counter-screen for TRb-SRC2 inhibitors: fluorescence interference | TRb/SRC2 Texas Red total fluorescence interference | Potency, µM (highest dose often 106 µM), for the others: at the top dose fluorescence change, negative = quenching | 280,000 compounds, 0.29% hits | AID 1479; active = well fitted curve in either direction with a large enough effect; inconclusive = small, poorly fitted or top-dose-only effect; note: % is set by controls: 0 for no effect and ±100 for the full control effect
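Human TRβ ligand-binding domain (0.6 uM) and Texas Red SRC2 peptide (20 nM) in Tris buffer with 1 uM T3 and 5% DMSO were incubated with pinned compound for 5 hr at ambient temperature. Total fluorescence was computed as S + 2P (555/632 nm).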
* marks the source's active call; other numbers are inactive results; ? = inconclusive; [ ] = remark or other dose. Unless noted, calls come from the whole dose curve; as a rule, active = well fitted curve in the direction sought with a large enough effect; inconclusive = small, poorly fitted or top-dose-only effect, or another doubt; inactive = no such curve, though single readings can be large; an effect the other way counts as inactive or inconclusive. Potency is the fitted concentration of half-maximal effect. A portion of the library. The share of hits here may be higher or lower than overall.

SMILES	SMN2 splice enh	TRb-SRC2 inh	TR SRC2 fluor cs
Cc1nn(C(C)C(=O)N2CCN(c3ccc(Cl)cc3)CC2)c(=O)c2cc3occc3n12 (stereo unspecified)	-11%	-1%	-2%
CCC(=O)N1CCc2cc(S(=O)(=O)NC(C(=O)Nc3cc(OC)cc(OC)c3)C(C)C)ccc21 (stereo unspecified)	7%	-4%	-2%
CCSc1ncc(Cl)c(C(=O)Nc2ccc(S(=O)(=O)N3CCC(C)CC3)cc2)n1	-11%	-6%	4%
CCCCOc1cccc(C(=O)N(Cc2sccc2C)C2CCS(=O)(=O)C2)c1 (stereo unspecified)	-26%	-9%	?
COc1ccc(N2CCN(C(=O)CCn3c(=O)[nH]c4cc(OC)c(OC)cc4c3=O)CC2)cc1	13%	-12%	-2%
C#CC(C)(C)NS(=O)(=O)c1cc(-c2nnc(Nc3ccc(C)cc3)c3ccccc23)ccc1C	9%	1%	1%
Cc1ccc(CCNC(=O)CN(c2ccc(C)cc2)S(=O)(=O)N(C)C)cc1	0%	-5%	1%
Cc1ccc(NC(=O)Cn2cnc3sc(C)c(S(=O)(=O)N4CCN(c5ncccn5)CC4)c3c2=O)cc1F	-1%	1%	-1%
CCCCOC(=O)c1c(C)oc2ccc(NS(=O)(=O)c3ccc(F)cc3C)cc12	-7%	4%	4%
CC(=O)c1ccc(N2CCN(c3nc4c(S(=O)(=O)c5ccccc5)nnn4c4ccc(Cl)cc34)CC2)cc1	6%	1%	-13%
Cc1cccc(COc2ccc(-c3cc(C(F)(F)F)n4nc(C)cc4n3)cc2)c1	4%	-3%	?
COc1ccc(C(=O)N2CCC(c3nc(-c4ccc(S(=O)(=O)N5CCCC5)cc4)no3)CC2)cc1	3%	-4%	1%
O=C(Nc1ccc2nc3n(c(=O)c2c1)CCCCC3)c1cccc(C(F)(F)F)c1	2%	3%	-6%
Cc1noc(C)c1S(=O)(=O)N(CC(=O)NCc1ccccc1Cl)c1ccc(C(C)C)cc1	-9%	-3%	-2%
COc1cc(NC(=O)CN2C(=O)C(c3ccc(C)cc3)=NC23CCCCC3)cc(OC)c1	8%	3%	-1%
COc1ccc(CNC(=O)c2cnc3sc4cc(OC)ccc4n3c2=O)cc1	7%	1%	4%
CSc1ncc(Cl)c(C(=O)N(Cc2ccc(C(C)C)cc2)C2CCS(=O)(=O)C2)n1 (stereo unspecified)	-6%	-5%	-29%
CS(=O)(=O)CC[C@@H](C(=O)NCCc1ccccc1)N1Cc2ccccc2C1=O	-3%	1%	-8%
CCn1c(CN2CCN(c3cccc(Cl)c3)CC2)nc2c1c(=O)[nH]c(=O)n2C	-5%	-1%	1%
Cc1ccc2nc(-c3ccc(Cl)c(NC(=O)c4cccc([N+](=O)[O-])c4C)c3)oc2c1	2%	-2%	16µM*[quencher]
Cc1ccccc1CN1C(=O)C(O)(c2c[nH]c3ccccc23)c2cc(Cl)ccc21 (stereo unspecified)	-5%	7%	3%
CCCOc1ccc(C(=O)N(Cc2ccc(Cl)cc2)Cc2ccco2)cc1	-18%	-9%	?
Cc1cc(C)c(Cn2c3ccccc3c3cnn(CC(=O)NCc4cccs4)c(=O)c32)c(C)c1	4%	3%	-1%
Cn1c(=O)c2ccccc2n2c(CCC(=O)N3CCN(c4cccc(Cl)c4)CC3)nnc12	6%	-3%	2%
Cc1cccc(NC(=O)Nc2ccc(Br)cc2)n1	20%	6%	1%

A few values from above.
Cn1c(=O)c2ccccc2n2c(CCC(=O)N3CCN(c4cccc(Cl)c4)CC3)nnc12 in TRb-SRC2 inh shows -3%
CSc1ncc(Cl)c(C(=O)N(Cc2ccc(C(C)C)cc2)C2CCS(=O)(=O)C2)n1 (stereo unspecified) in SMN2 splice enh shows -6%
COc1ccc(C(=O)N2CCC(c3nc(-c4ccc(S(=O)(=O)N5CCCC5)cc4)no3)CC2)cc1 in SMN2 splice enh shows 3%
CCSc1ncc(Cl)c(C(=O)Nc2ccc(S(=O)(=O)N3CCC(C)CC3)cc2)n1 in TR SRC2 fluor cs shows 4%
COc1ccc(CNC(=O)c2cnc3sc4cc(OC)ccc4n3c2=O)cc1 in SMN2 splice enh shows 7%
CC(=O)c1ccc(N2CCN(c3nc4c(S(=O)(=O)c5ccccc5)nnn4c4ccc(Cl)cc34)CC2)cc1 in TR SRC2 fluor cs shows -13%
CCCCOC(=O)c1c(C)oc2ccc(NS(=O)(=O)c3ccc(F)cc3C)cc12 in TRb-SRC2 inh shows 4%

(list continues)
SMILES	SMN2 splice enh	TRb-SRC2 inh	TR SRC2 fluor cs
Cc1ccc(-c2nn(CCC(=O)Nc3ccc(Cl)c(Cl)c3)c(=O)c3ccccc23)cc1	-8%	-5%	-33%
O=C(Nc1sc2c(c1C(=O)Nc1cccc(Cl)c1)CCCC2)c1cccs1	-4%	-3%	3%
Cc1c(Cl)cccc1-n1c(CCC(=O)O)ccc1-c1cccs1	5%	-1%	-2%
CC(CNC(=O)Cn1ncc2c3ccccc3n(Cc3cccc(Cl)c3)c2c1=O)c1ccccc1 (stereo unspecified)	1%	-1%	-3%
COc1cc(NC(=O)c2nc3ccccc3nc2C)cc(OC)c1OC	8%	-3%	-3%
Cc1cc(C)n2c(Nc3ccc(Cl)cc3)c(-c3ccsc3)nc2n1	7%	1%	1122µM*[quencher]
Cc1ccccc1C(=O)c1cccn1CC(=O)NCc1cccc(Cl)c1	15%	-5%	0%
CCn1c(=O)c2cc(C(=O)Nc3cc(F)ccc3F)sc2c2ccccc21	7%	-4%	2%
O=C(NC(=O)c1ccccc1)Nc1ccc(-n2nc(C(F)(F)F)cc2C(F)(F)F)cc1	3%	1%	2%
Clc1ccc(CCNc2nc3cc(Cl)c(Cl)cc3n3cnnc23)cc1	3%	-3%	-1%
Cc1ccc(-c2cc(NC(=O)COc3c(C)cc(C)cc3C)on2)cc1	?	0%	2%
Cc1ccc(NC(=O)Cn2c(-c3nonc3N)nc3ccccc32)cc1C	10µM*	-9%	?
Cc1ccccc1NC(=O)CCNC(=O)Cn1ccc2ccccc2c1=O	11%	-2%	1%
CCN(Cc1ccccc1)C(=O)Cn1c(=O)n(-c2cccc(C)c2)c(=O)c2c1c1cc(OC)ccc1n2C	-5%	-3%	-5%
NC(=O)C1(N2CCCCC2)CCN(C(=O)Nc2ccc(F)cc2F)CC1	-3%	-1%	?
Cc1ccc(NC(=O)C(Cc2ccccc2)n2cccc2)cc1C (stereo unspecified)	-17%	-1%	-26%
Cc1ccc(N2C(=O)[C@@H]3CSC(c4ccc(F)cc4)N3C2=O)cc1 (stereo partly specified)	-4%	4%	-1%
Cc1c(C(=O)OCC2CCCCC2)[nH]c2c1C(=O)CC(c1ccc(F)cc1)C2 (stereo unspecified)	-2%	-22%[53 µM]	-75%[53 µM]
CCCSc1ncc(Cl)c(C(=O)Nc2c(C(=O)Nc3ccc(OC)cc3)oc3ccccc23)n1	8%	-2%	1%
Cc1cccc(Nc2nc(-c3ccccc3)c3cc(C)ccc3n2)c1	6%	0%	-5%
NC(=O)Cn1c(=O)n(-c2ccc(F)c(Cl)c2)c(=O)c2sc3ccccc3c21	-3%	0%	1%
CCn1cc(C(=O)N2CCN(c3cccc(Cl)c3)CC2)c(=O)c2cc(S(=O)(=O)N3CCOCC3)ccc21	3%	-10%	0%
COc1cc(C)ccc1OCCn1c(-c2ccc(Cl)cc2)nc2ccccc2c1=O	3%	1%	-3%
O=C(CSc1cn(CCNC(=O)c2ccccc2F)c2ccccc12)Nc1ccc(F)cc1	-9%	13%	5%
CCCc1nnc(NC(=O)c2cc(=O)c3cc(C)c(C)cc3o2)s1	-3%	0%	7%

Further records follow.
SMILES	SMN2 splice enh	TRb-SRC2 inh	TR SRC2 fluor cs
COc1ccc(NC(=O)C(=O)NCc2ccco2)cc1	1%	1%	-6%
COc1ccc(-c2csc(-c3c(N)c(C(=O)c4ccccc4)n4ccccc34)n2)cc1	15%	1%	-2%
COc1ccc(C)cc1NC(=O)CN1CCCN(S(=O)(=O)c2ccc(Br)cc2)CC1	27%	13%	4%
CCOC(=O)c1c(NC(=O)/C=C/c2ccc(OCC)c(OC)c2)sc2c1CCC2	13%	3%	-2%
COCC(=O)n1nc(-c2ccco2)nc1NCc1ccccc1Cl	?	-1%	3%
COc1ccc(-c2cc(C(F)(F)F)nc(S(=O)(=O)CCCC(=O)Nc3ccccc3C(F)(F)F)n2)cc1OC	10%	-4%	-1%
C=CCc1ccccc1OCc1nc2ccc(C)cc2[nH]1	-17%	5%	0%
COc1cc2[nH]c(=O)n(CCCC(=O)NCc3ccccc3Cl)c(=O)c2cc1OC	-2%	1%	-1%
CCC(CC)C(=O)Nc1ccc(OCc2cc(=O)n3ccsc3n2)cc1	-1%	0%	-1%
COC(=O)c1ccccc1NC(=O)c1cc2c(s1)-c1ccccc1OC2	-9%	-8%	-2%
CCCSc1oc(-c2cccs2)nc1S(=O)(=O)c1ccc(Cl)cc1	-10%	3%	0%
O=C(Cn1nnc2sc3c(c2c1=O)CCCC3)Nc1ccc(F)c(Cl)c1	-6%	6%	2%
COc1cc(NC(=O)c2cccc(Cl)c2Cl)ccc1NC(=O)c1cc2ccccc2o1	-23%	-9%	-2%
COc1ccc(NC(=O)c2ccc(NC(=O)CCS(=O)(=O)c3cccs3)cc2)cc1Cl	16µM*	11%	-1%
CSc1cccc(Nc2nc3c(S(=O)(=O)c4ccccc4)nnn3c3ccc(Cl)cc23)c1	8%	-8%	-25%
CCOc1ccc(NC(=O)Cn2cc(C(=O)c3ccc(F)cc3)c(=O)c3cc4c(cc32)OCCO4)cc1	-1%	-4%	-2%
COc1ccc2c(C)c(CCC(=O)NCc3ccc(Cl)cc3)c(=O)oc2c1C	8%	-5%	?
COc1ccccc1N1CCN(c2nc3ccc(C)cc3nc2-n2nc(C)cc2C)CC1	-7%	-2%	-1%
CC(=O)N1CCc2c(sc3c2c(=O)n(Cc2ccccc2)c(=O)n3Cc2ccccc2F)C1	0%	-6%	?
O=C(Nc1ccccc1)c1ccc(Cl)c(S(=O)(=O)Nc2ccccc2)c1	-12%	4%	3%
COc1ccc(NC(=O)CCc2nc3cccnc3n2-c2ccccc2)c(OC)c1	2%	-5%	-2%
COc1ccccc1N1CCN(C(=O)c2ccc3c(c2)N(Cc2ccccc2)C(=O)c2ccccc2S3(=O)=O)CC1	-22%	0%	1%
COc1cc(Cl)c(NC(=O)c2cc(CN3CCCC3)on2)c(OC)c1	-2%	5%	1%
COc1cc2nc(Nc3cccc(F)c3)nc(N)c2cc1OC	3%	-1%	-2%
CC1CCN(C(=O)CSc2c3c(nc4cc(Cl)ccc24)CCCC3)CC1	-20%	-1%	-2%

Taken from above (4 entries):
SMILES	SMN2 splice enh	TRb-SRC2 inh	TR SRC2 fluor cs
COc1ccc2c(C)c(CCC(=O)NCc3ccc(Cl)cc3)c(=O)oc2c1C	8%	-5%	?
COc1ccccc1N1CCN(c2nc3ccc(C)cc3nc2-n2nc(C)cc2C)CC1	-7%	-2%	-1%
CC(=O)N1CCc2c(sc3c2c(=O)n(Cc2ccccc2)c(=O)n3Cc2ccccc2F)C1	0%	-6%	?
O=C(Nc1ccccc1)c1ccc(Cl)c(S(=O)(=O)Nc2ccccc2)c1	-12%	4%	3%

New compounds follow
SMILES	SMN2 splice enh	TRb-SRC2 inh	TR SRC2 fluor cs
O=C(Nc1sc2c(c1C(=O)Nc1ccc(Cl)cc1)CCCC2)c1cccs1	-5%	6%	-1%
CC(C)Nc1nc2c(-c3cccc(Br)c3)nnn2c2ccccc12	10%	-7%	-3%
Cc1ccccc1Nc1cc(C(=O)NC2CCCC2)c2ccccc2n1	-15%	-2%	0%
CCOc1ccccc1N1CC(c2nc3ccccc3n2CCCOc2ccccc2OC)CC1=O (stereo unspecified)	23%	-2%	-1%
Fc1ccc(Cc2cn3cc(-c4ccccc4)nc3s2)cc1	2µM*	12%	-6%
O=c1c2sc3ccccc3c2n(Cc2ccccc2F)c(=O)n1Cc1ccccc1	7%	1%	3%
COc1cccc(C2CC(=O)Nc3c2c(=O)n(C)c2nc4ccccc4n32)c1 (stereo unspecified)	-12%	-1%	3%
COc1cc(OC)cc(C(=O)N2CCN(C(=O)COc3ccccc3)CC2)c1	-11%	2%	-1%
COc1cccc(NC(=O)CC(=O)Nc2ccc3nc4n(c(=O)c3c2)CCCCC4)c1	-3%	3%	-2%
COC(=O)c1ccccc1-n1cc2c(c1-c1cccc(C)c1)c(=O)n(C)c(=O)n2C	10%	2%	5%
CCOc1ccc(CCNC(=O)C2CCN(Cc3nc(-c4ccccc4C)oc3C)CC2)cc1OCC	12%	-3%	-6%
CCOC(=O)c1sc(N2C(=O)c3oc4cc(C)c(C)cc4c(=O)c3C2c2ccc(C)cc2)nc1C (stereo unspecified)	30%	1%	5%
CCOc1ccc(NC(=O)Cn2c(=O)n(Cc3ccccc3)c(=O)c3c4c(sc32)CN(C(C)=O)CC4)cc1	2%	-3%	3%
O=S(=O)(c1ccccc1)c1nc(-c2cccs2)oc1SCc1ccc(F)cc1	-10%	-9%	-1%
